# Growth percent in the NCI-60 one-dose screen (48 h, 10 µM unless noted): 100 = growth as untreated, 0 = no growth, -100 = all killed.
# NCI-H322M = NCI-H322M lung cancer; 80,000 compounds, 2.7% hits; AID 1794733
# OVCAR-8 = OVCAR-8 ovarian cancer. AID 1794782. 81,000 compounds, 4.4% hits
# NCI-H522 = NCI-H522 lung cancer. AID 1794739. 78,000 compounds, 8% hits
# NCI/ADR-RES = NCI/ADR-RES ovarian cells; 81,000 compounds, 4.4% hits; AID 1794790
# OVCAR-3 = OVCAR-3 ovarian cancer. 79,000 compounds, 7% hits. AID 1794787
# NCI-H23 = NCI-H23 lung cancer; AID 1794731; 80,000 compounds, 4% hits
# NCI-H226 = NCI-H226 lung cancer. 79,000 compounds, 3.5% hits. AID 1794732
# NCI-H460 = NCI-H460 lung cancer; 82,000 compounds, 6.8% hits
# OVCAR-5 = OVCAR-5 ovarian cancer; 82,000 compounds, 2.9% hits; AID 1794783
# * = called active by the depositor; . = not tested or not shown. How the source made its calls: active means growth percent below 10; inactive means the rest.
SMILES,NCI-H322M,OVCAR-8,NCI-H522,NCI/ADR-RES,OVCAR-3,NCI-H23,NCI-H226,NCI-H460,OVCAR-5
CC1=NN(c2ccccc2)C(=O)/C1=C\N(C)C,121.6,97.8,88.3,100.4,112.8,98.1,101.4,142.1,119.6
CCCC(C)(C(=O)Nc1ccc2nc(C)cc(N)c2c1)C(=O)Nc1ccc2nc(C)cc(N)c2c1,94.6,103.7,92.6,124.1,93.4,87.2,102.2,88.0,62.7
COc1cnc2c(c1)C(=O)c1c-2n(CCCNCCN2CCOCC2)c(=O)c2cc([N+](=O)[O-])ccc12,6.0*,2.3*,-19.9*,7.1*,-25.9*,-21.7*,-52.7*,-55.2*,15.3
N#Cc1nnn(-c2ccc(Cl)cc2)c1N,110.5,102.9,94.9,94.1,110.2,85.7,92.0,100.5,81.3
Oc1ccc(Cl)cc1/C=N/Nc1nc2ccccc2s1,81.6,72.9,37.8,74.1,28.9,59.6,76.4,46.1,107.0
Fc1ccc(Nc2nc(Nc3cnc4ccccc4c3)c3[nH]cnc3n2)cc1,108.9,88.6,50.0,89.4,44.9,72.7,69.1,52.8,94.1
Oc1ccc(CCCCCCc2ccc(O)cc2)cc1,92.0,44.1,56.6,33.3,83.1,59.5,100.7,46.4,86.1
CCCCCCCCCCCCCCCC(=O)NCc1ccc(Cl)cc1,103.5,108.6,99.9,110.0,118.3,.,105.5,106.7,107.8
c1cc(-c2nc3ccc4[nH]ncc4c3c3c2CCCC3)[nH]n1,76.6,70.2,30.9,78.8,.,54.8,74.9,38.8,89.0
Clc1ccc2c(c1)-n1cccc1C(c1ccc3ccccc3c1)=NC2,121.7,102.2,41.3,77.8,86.1,74.4,146.4,96.7,98.4
Cc1nn(-c2ccccc2)c(Oc2ccccc2)c1/C=N/NC(=O)Cn1c(=O)sc2ccccc21,74.9,48.8,40.6,44.4,61.6,37.4,69.8,55.6,81.5
COC(=O)Nc1nc2ccc(C(=O)c3ccc(F)cc3)cc2[nH]1,40.5,6.5*,-52.1*,-5.1*,-74.4*,31.8,144.6,6.0*,27.3
CCCCCCCCNC(=O)[C@@H](N)CSCOC(C)=O,89.8,85.5,90.6,82.7,97.4,87.4,103.8,72.9,103.3
COc1ccc(C(O)c2ccccc2)cc1 (centres undefined),93.7,97.3,94.8,104.7,106.9,97.6,94.0,98.7,101.6
O=C(/C=C\c1ccccc1)OCc1ccccc1,110.4,102.2,92.4,97.5,130.9,104.5,113.0,109.8,91.8
O=C(O)/C=C/c1cn(-c2ccccc2)nc1-c1ccc(Br)cc1,93.9,101.7,85.1,95.5,105.0,89.0,90.3,102.9,105.0
O=S(=O)(Nc1ccccn1)c1ccc(Cl)cc1,104.6,113.1,96.4,105.8,109.4,103.9,101.6,103.1,104.9
CN1C(=O)/C(=C/c2ccc(C(=O)Nc3ncc(Cc4ccccc4Cl)s3)cc2)SC1=S,72.2,79.3,64.2,71.6,93.3,94.6,81.4,79.5,70.5
Cc1cc(-c2ccccc2)n(N2NN=NC2c2ccc(C3N=NNN3n3c(-c4ccccc4)cc(C)nc3=S)cc2)c(=S)n1 (centres undefined),101.2,95.2,88.5,106.4,105.2,88.8,87.2,103.8,103.0
CS(=O)(=O)c1ccc2c(c1)c1c(n2Cc2ccc(Cl)cc2)CCCC1=O,98.7,95.7,94.8,94.7,.,90.8,90.9,107.0,96.9
COc1cc(-c2nc3ccccc3[nH]2)ccc1OCC(=O)N=Nc1c(O)[nH]c2ccc([N+](=O)[O-])cc12,110.9,103.3,102.4,111.6,113.0,98.7,114.4,106.2,112.8
OC(CNc1ccnc2cc(Cl)ccc12)CNc1ccnc2cc(Cl)ccc12,52.1,52.5,-3.1*,106.4,43.6,72.0,39.3,63.5,79.5
C=C(C)C1CCC(=C)C2CCC3(C)OC12/C=C(/COC(C)=O)CCC3O (centres undefined),97.9,103.0,93.3,105.3,123.9,111.2,101.6,104.3,104.8
COc1ccc2cc(C(=O)/C=C/c3c(C)n(C)n(-c4ccccc4)c3=O)ccc2c1,96.7,95.8,72.0,92.5,104.9,92.8,100.6,107.1,97.2
CCOC(=O)OC1CCCC(OC(=O)OCC)C1 (centres undefined),104.2,103.9,71.1,104.0,103.7,96.6,99.8,104.0,123.8
O=S(=O)(CCN1CCOCC1)Nc1cncc(-c2ccc3ncnc(Nc4ccc(F)c(Cl)c4)c3c2)c1,33.8,72.8,54.8,87.3,50.6,74.8,84.8,98.6,69.3
Cc1ccc(N=NC2C(=O)N(c3ccc(Cl)cc3)N(c3ccc(Cl)cc3)C2=O)cc1,97.4,98.2,85.1,98.9,93.3,95.6,.,99.8,99.8
O=c1cc(-c2ccc(Cl)cc2)[nH]n1-c1nc2ccccc2s1,100.8,103.9,96.4,101.5,97.4,93.0,92.8,98.9,107.7
Cc1c([N+](=O)[O-])cc(C(C)(C)C)cc1[N+](=O)[O-],116.7,98.6,60.2,102.9,100.7,97.4,91.3,102.4,91.1
Cc1c(CC(=O)O)c(=O)n(-c2ccccc2)n1C,102.2,101.6,.,108.7,109.0,102.2,96.2,104.5,105.3

# Limited to NCI-H522, OVCAR-5 and OVCAR-8 (two entries from above):
SMILES,NCI-H522,OVCAR-5,OVCAR-8
O=S(=O)(CCN1CCOCC1)Nc1cncc(-c2ccc3ncnc(Nc4ccc(F)c(Cl)c4)c3c2)c1,54.8,69.3,72.8
Cc1ccc(N=NC2C(=O)N(c3ccc(Cl)cc3)N(c3ccc(Cl)cc3)C2=O)cc1,85.1,99.8,98.2

# Random excerpt: 6 compounds from above, in no set order.
SMILES,NCI-H322M,OVCAR-8,NCI-H522,NCI/ADR-RES,OVCAR-3,NCI-H23,NCI-H226,NCI-H460,OVCAR-5
COc1ccc(C(O)c2ccccc2)cc1 (centres undefined),93.7,97.3,94.8,104.7,106.9,97.6,94.0,98.7,101.6
N#Cc1nnn(-c2ccc(Cl)cc2)c1N,110.5,102.9,94.9,94.1,110.2,85.7,92.0,100.5,81.3
Cc1cc(-c2ccccc2)n(N2NN=NC2c2ccc(C3N=NNN3n3c(-c4ccccc4)cc(C)nc3=S)cc2)c(=S)n1 (centres undefined),101.2,95.2,88.5,106.4,105.2,88.8,87.2,103.8,103.0
CCCC(C)(C(=O)Nc1ccc2nc(C)cc(N)c2c1)C(=O)Nc1ccc2nc(C)cc(N)c2c1,94.6,103.7,92.6,124.1,93.4,87.2,102.2,88.0,62.7
OC(CNc1ccnc2cc(Cl)ccc12)CNc1ccnc2cc(Cl)ccc12,52.1,52.5,-3.1*,106.4,43.6,72.0,39.3,63.5,79.5
O=S(=O)(Nc1ccccn1)c1ccc(Cl)cc1,104.6,113.1,96.4,105.8,109.4,103.9,101.6,103.1,104.9

# Other compounds:
SMILES,NCI-H322M,OVCAR-8,NCI-H522,NCI/ADR-RES,OVCAR-3,NCI-H23,NCI-H226,NCI-H460,OVCAR-5
O=C(NCCc1ccccc1)c1nnn(-c2ccccc2)c1-c1ccco1,99.4,104.3,86.3,95.6,112.6,101.8,82.1,91.5,94.1
O=C(Nc1cccc([N+](=O)[O-])c1)c1ccc(Cl)c(Cl)c1,69.7,43.5,60.0,79.0,53.8,59.3,43.3,77.6,94.2
CS(=O)(=O)OCC1C2CC(CC2OS(C)(=O)=O)C1c1ccccc1 (centres undefined),96.4,107.4,114.1,102.3,101.6,104.5,99.5,113.7,90.0
Cc1cc(=O)oc2cc(OCCOc3ccc(/C=C/C(=O)Nc4ccc(Cl)cc4)cc3)ccc12,106.5,108.5,100.9,109.0,.,.,108.7,115.3,110.3
O=C1CCC(N2C(=O)c3cccc(NCCOCCOCCn4cc(CNc5cccc6c5C(=O)N(C5CCC(=O)NC5=O)C6=O)nn4)c3C2=O)C(=O)N1 (centres undefined),99.8,107.1,87.4,109.3,121.0,102.4,98.6,108.9,106.6
COc1ccc(/C=C/C(=O)c2c(O)cc(OC)cc2OC)cc1,91.4,87.6,.,84.2,90.6,91.4,98.3,90.5,105.9
CC(C)C1NC(C)(C)CO1 (centres undefined),100.7,99.3,96.6,105.3,110.7,107.4,106.0,99.8,106.4
O=Cc1ccc([N+](=O)[O-])cc1,108.3,98.2,99.8,105.4,104.9,94.9,96.6,99.0,99.4
Cc1ccc2c(c1)nc(-c1ccccc1)n2CC(=O)N=Nc1c(O)[nH]c2ccc(Cl)cc12,-53.8*,-66.9*,-75.0*,-73.0*,-70.3*,-66.0*,-53.5*,-68.9*,-52.5*
OC(COc1ccccc1)CN1CCCC1 (centres undefined),.,96.4,93.9,109.0,119.0,.,106.1,102.7,102.7
CC(C)=CCc1cc2c(cc1O)O[C@H](c1ccc(O)cc1)CC2=O,95.9,87.7,67.6,87.7,100.5,91.8,96.2,89.3,91.6
O=C(/C=C/c1ccc(Br)cc1)c1cccc(OCCCCOc2cccc(C(=O)/C=C/c3ccc(Br)cc3)c2)c1,106.3,101.9,90.8,98.9,112.9,96.3,87.8,102.1,102.3
CCOC(=O)C(c1ccccc1)(c1ccccc1)c1ccccc1,90.3,96.6,87.3,102.6,107.2,90.3,85.0,100.6,95.9
c1ccc2c(c1)oc1cc3sccc3nc12,99.2,100.7,93.0,102.1,107.4,101.4,.,104.2,109.1
Cc1ccc(Cn2cc(Cn3c(=O)c(-c4nc5ccccc5[nH]4)cc4ccccc43)nn2)cc1,97.9,76.9,79.7,81.4,113.5,88.7,.,84.9,105.5
O=S(O)(O)=S,99.5,100.6,85.1,102.2,101.4,91.5,105.2,.,100.4
O=C1c2cc(Cl)c(Cl)cc2C(=O)N1CNc1cc(Cl)ccc1Cl,102.9,113.4,94.7,101.7,101.5,99.6,98.8,105.1,106.0
Nc1ccc(C(=O)Nc2ccc(C(=O)Nc3ccc4cc(S(=O)(=O)O)cc(S(=O)(=O)O)c4c3)cc2)cc1,.,97.8,88.2,109.0,113.1,102.2,98.0,104.4,108.6
CC1=C(C(=O)n2c3ccccc3c3ccccc32)C(c2ccc(Cl)cc2)C(C(=O)n2c3ccccc3c3ccccc32)=C(C)N1,97.6,92.3,99.9,96.9,97.7,90.2,95.0,102.7,93.2
CN(C)c1ccc(/C=N/NC(=O)c2ccc(OCc3nc4ccc(Cl)cc4[nH]3)cc2)cc1,72.0,84.8,66.1,88.1,89.8,87.0,95.3,88.4,96.5
Cc1cc(=O)oc2cc(OCCCCOc3ccc(/C=C/C(=O)Nc4ccccc4F)cc3)ccc12,92.5,93.0,94.4,93.3,121.6,85.8,89.1,118.0,95.5
CC1(C)C=Cc2c(ccc3c2N(O)C(=O)[C@]32C[C@@]34NC(=O)[C@]5(CCCN5C3=O)C[C@@H]4C2(C)C)O1,92.1,108.1,66.5,91.8,105.0,96.3,105.1,103.2,97.6
COc1ccc(CCN2CCC(Nc3nc4ccccc4n3Cc3ccc(F)cc3)CC2)cc1,.,-40.4*,.,37.7,28.3,47.1,60.0,1.6*,34.5
Cc1ccc(-c2csc(=N)n2CC(=O)N2CCOCC2)cc1,111.2,107.8,93.0,94.4,108.0,97.3,94.3,108.1,101.6
COc1ccc(OC)c(Nc2nc3nonc3nc2N2CCCCC2)c1,107.0,100.5,92.6,97.7,104.7,95.1,105.0,111.2,109.7
CCOC(=O)C12CCCCC1OC(=N)C2 (centres undefined),97.0,104.1,98.1,111.5,111.4,104.8,100.5,106.8,112.6
NC(CSCC(=O)N1CCN(c2cc3c(cc2F)c(=O)c(C(=O)O)cn3C2CC2)CC1)C(=O)O (centres undefined),106.0,105.9,98.7,101.9,107.9,103.8,95.5,104.1,99.9
C=C(C)[C@H]1C2=CC(C(=O)OC)=C(C[C@H](C(=C)C)[C@@H](O)[C@H]3O[C@@]34C(=O)O[C@@H]1[C@@H]4N(C)C)O2,96.1,104.8,95.4,97.2,116.9,98.2,104.4,106.5,100.3
C=C(C)C(=O)N1c2ccc(OC)cc2CC1C(=O)OCC (centres undefined),83.5,95.3,71.7,102.0,100.8,106.9,99.4,109.5,95.3
Nc1nn(-c2ccccc2)c2nc(=S)[nH]c(-c3ccccc3)c12,94.6,101.9,90.7,103.7,116.6,101.1,101.8,103.7,101.9
OB(O)CC[C@H]1OC[C@H](O)[C@@H](O)[C@@H]1O,86.7,104.7,83.6,99.6,111.9,99.9,97.0,103.1,101.4
O=C(O)Cc1cccc2ccccc12,105.1,109.7,95.7,100.1,111.4,120.9,117.2,108.9,101.7
Cc1ccc(NC(=O)c2nc(S(C)(=O)=O)n(C)c2-c2ccc(F)cc2)cc1Nc1nccc(-c2cccnc2)n1,108.8,108.1,91.5,105.1,124.3,101.9,107.2,112.4,120.6
COc1ccc(Nc2csc(-c3ccccn3)n2)cc1,98.1,103.0,97.6,102.9,107.6,103.4,96.3,108.7,94.7
COc1ccccc1C1OCC(C)(C)CO1,92.4,101.8,.,107.5,116.8,100.7,115.5,116.2,111.6
COc1ccc(C(=O)Nc2ccc(OS(N)(=O)=O)cc2)cc1,.,105.3,95.6,100.8,112.3,97.4,97.7,101.7,114.1
O=C(O)c1ccc(CNS(=O)(=O)c2ccc3ccccc3c2)cc1,113.5,67.7,104.1,128.1,94.9,118.9,100.3,120.3,114.9
Cc1nn2c(/C=C3/C(=O)Nc4cc(Cl)ccc43)c(-c3ccc(F)cc3)nc2s1,97.2,66.1,85.4,82.8,95.4,87.6,88.9,101.2,96.4
O=C1NC(=O)c2cc([N+](=O)[O-])ccc21,99.0,94.4,102.4,112.5,110.1,104.7,97.7,105.3,100.5
Cc1cc(NS(=O)(=O)c2ccc(Nc3nc(/C=C/c4ccc(Cl)cc4)nc4ccccc34)cc2)no1,87.2,86.4,81.8,84.5,106.6,91.3,93.5,85.6,95.9

# High-throughput results deposited in PubChem by NCI.
